Assay outcomes from PubChem.
CHO-K1 Ca PAM – M1 PAM counterscreen hit in parental CHO-K1 cells; ATP EC20, Fluo-8 calcium fluorescence; 0% at ATP EC20, 100% at ATP max; activation, % at 3 µM; hit rate 0.02% among 360,000; AID 602247;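 active = activation above the run cutoff, the mean activation of all test compounds plus 3 SD, cut at about 40% in these data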;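 note: peak over basal fluorescence ratio in a 140 s read after ATP addition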
OXTR potentiator – potentiates the human oxytocin receptor response; P30559; CHO-OTR cells, Fluo-8 calcium fluorescence, potentiator mode; 0% = oxytocin EC15, 100% = EC100; activation, % at 3 µM; hit rate 0.061% among 320,000; AID 2445;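 active = activation above that plate's cutoff, the mean activation of tested compounds plus 3 SD, cut at about 6.6% in these data, passing the limit was not always enough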;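 note: 100% uses oxytocin at 75 nM as the full agonist control; some results filed as inactive read as strong as hits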
Target sequence (P30559 whole entry, looked up): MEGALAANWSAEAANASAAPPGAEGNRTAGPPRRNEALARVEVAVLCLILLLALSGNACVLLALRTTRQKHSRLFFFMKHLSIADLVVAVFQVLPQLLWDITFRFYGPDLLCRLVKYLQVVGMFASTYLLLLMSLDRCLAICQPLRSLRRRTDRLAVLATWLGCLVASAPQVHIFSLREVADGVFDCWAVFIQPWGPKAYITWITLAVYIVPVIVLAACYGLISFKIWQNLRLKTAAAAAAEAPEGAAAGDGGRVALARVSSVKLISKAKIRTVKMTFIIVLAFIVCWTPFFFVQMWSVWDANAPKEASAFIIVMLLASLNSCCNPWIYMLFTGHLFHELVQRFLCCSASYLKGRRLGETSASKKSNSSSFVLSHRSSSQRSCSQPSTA
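Assay system: CHO-OTR cells, human receptor / Also added: oxytocin at about EC15, sub-maximal agonist stimulus / Dosing: single dose, 3.0 µM nominal final compound concentration / Incubation: 6 min pre-incubation, 100 s read / Technique: Fluo-8 calcium dye fluorescence / Read-out: % activation vs EC15 and EC100 oxytocin / Benchmarks: EC15 oxytocin low, 75 nM oxytocin high / Replicates: singlicate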
CHO-K1 Ca antag – counter-screen for M1 antagonists: effect in parental CHO-K1 cells; ATP-induced calcium, Fluo-8 fluorescence; inhibition, % at 3 µM; hit rate 0.6% among 360,000;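 active = inhibition above a per-plate cutoff, the plate's mean sample inhibition plus 3 SD, cut at about 24% in these data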;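 note: 0% = DMSO plus EC80 ATP and 100% = DMSO alone without ATP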
OXTR ag – agonists of human oxytocin receptor; P30559; AID 2435; CHO-OTR cells, Fluo-8 calcium fluorescence; normalized: DMSO 0%, oxytocin 100%; hit rate 0.32% among 320,000; activation, % at 3 µM;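 active = activation above the mean of all tested compounds plus 3 SD, cutoff set per screening run, cut at about 20% in these data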;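 note: peak over basal fluorescence ratio from a 100 s FLIPR kinetic read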
GPR7 antagonist – antagonists of human GPR7 (neuropeptides B/W receptor 1); P48145; inhibition, % at 4.4 µM; hit rate 1.1% among 290,000; GPR7-expressing cells, fluorescence antagonist assay; in the data active = inhibition above about 16%, passing the limit was not always enough;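 note: cells stimulated with the agonist NPW; 0% = agonist with vehicle and 100% = vehicle without agonist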
CHO-K1 Ca ag – counter-screen for M1 agonists: effect in parental CHO-K1 cells; Fluo-8 calcium fluorescence; scaled to maximal ATP response, vehicle zero; activation, % at 3 µM; hit rate 0.48% among 360,000; AID 602248; in the data active = activation above about 15%;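 note: untransfected CHO-K1 host cells lacking M1 receptor as counterscreen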
CHO parental Ca – counter-screen for OX1R antagonists: effect in parental CHO cells; parental CHO-K1, ATP-induced calcium, Fluo-8 fluorescence; inhibition, % at 5.6 µM; hit rate 0.63% among 330,000;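 active = inhibition above that plate's mean sample inhibition plus 3 SD, cut at about 26% in these data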;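 note: 0% = ATP-challenged DMSO wells and 100% = DMSO wells without ATP; some compounds past the cut are filed as inactive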
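Test system: untransfected parental CHO cell line. Compound: one dose, 5.6 µM nominal. Detection: intracellular calcium via Fluo-8 no-wash fluorescent dye. Measure: % inhibition. Benchmarks: ATP-challenged DMSO wells low, unchallenged DMSO wells high.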
V1R ag counter – counter-screen for oxytocin receptor agonists: human V1a receptor agonists. P37288. CHO-V1R cells, Fluo-8 calcium fluorescence, agonist mode; 0% DMSO, 100% 3 nM vasopressin. activation, % at 3 µM. hit rate 0.25% among 320,000;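 active = activation above the mean activation of all tested compounds plus 3 SD, per screening run, cut at about 20% in these data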;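 note: signal is peak over basal fluorescence ratio across a 100 second FLIPR read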
Target sequence (P37288 whole entry, looked up): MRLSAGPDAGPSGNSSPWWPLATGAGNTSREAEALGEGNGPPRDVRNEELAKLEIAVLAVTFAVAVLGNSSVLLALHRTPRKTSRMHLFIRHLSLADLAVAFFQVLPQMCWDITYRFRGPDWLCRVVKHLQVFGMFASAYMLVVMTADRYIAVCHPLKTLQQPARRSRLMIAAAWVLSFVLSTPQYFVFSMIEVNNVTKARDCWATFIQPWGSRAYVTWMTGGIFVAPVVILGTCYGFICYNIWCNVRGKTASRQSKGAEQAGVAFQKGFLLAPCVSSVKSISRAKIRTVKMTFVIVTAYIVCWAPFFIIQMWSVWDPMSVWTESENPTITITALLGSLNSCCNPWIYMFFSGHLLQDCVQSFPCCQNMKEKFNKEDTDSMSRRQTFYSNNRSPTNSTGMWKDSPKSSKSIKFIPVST
TAAR1 antag – antagonists of human TAAR1; Q96RJ0; inhibition, % at 3 µM; CHO RD-HGA16 TAAR1, Fluo-8 calcium fluorescence, antagonist; hit rate 1.5% among 360,000;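 active = inhibition above a per-plate cutoff, the mean inhibition of test compounds on that plate plus 3 SD, cut at about 49% in these data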;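 note: 0% = DMSO plus EC80 beta-PEA response and 100% = DMSO alone without agonist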
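Material: RD-HGA16 CHO cells with stable hTAAR1 and Gα16; Dosing: single nominal final test compound concentration of 3 µM; Schedule: seeding 17-24 h prior, 75-min 37 °C, 30-min RT dye loading; Detection: kinetic Fluo-8 calcium fluorescence measurement; Measure: % inhibition from peak post-agonist over basal fluorescence ratio; Benchmarks: vehicle and agonist controls.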
* marks the source's active call; other numbers are inactive results; / = not tested or not shown.

SMILES	CHO-K1 Ca PAM	OXTR potentiator	CHO-K1 Ca antag	OXTR ag	GPR7 antagonist	CHO-K1 Ca ag	CHO parental Ca	V1R ag counter	TAAR1 antag
N#CCCn1cc(/C=N/NC(N)=S)c(-c2ccc(-c3ccccc3)cc2)n1	17	-14	-17	0.3	-3	-0.1	-3	1.7	20
COc1ccc(N2CCN(C(CNC(=O)C(=O)NCCC3=CCCCC3)c3ccco3)CC2)cc1 (stereo not drawn)	25	-3	-8	0.1	-7	0.9	-4	0.6	-2
COc1cc(C2C(C#N)=C(N)Oc3cc(C)n(CCN4CCOCC4)c(=O)c32)cc(OC)c1OC (stereo not drawn)	16	-3	1	-0.3	5	0.5	-6	0.2	-19
CC1=C(C(=O)N(C)C)CC(CC(=O)NCc2cccs2)C(=O)N1Cc1ccc(C(C)(C)C)cc1 (stereo not drawn)	9	/	16	/	/	1.8	/	/	-14
CC(=O)N1CCC(N(CCCOC(C)C)S(=O)(=O)c2ccc([N+](=O)[O-])cc2)CC1	11	-7	-14	0.3	-7	0.3	-8	0.5	-20
CCN(CC)c1ccc(/C=C2\SC(N)=NC2=O)cc1	18	/	-6	/	-15	4.9	/	/	15
Cc1ccc(CN2CC(N3CCC(c4ccccc4)CC3)CS2(=O)=O)cc1 (stereo not drawn)	18	/	6	/	/	6.3	/	/	-43
Cc1cccc(C(=O)Nc2ccc(S(=O)(=O)N3CCOCC3)cc2C)c1	15	5	-17	0.7	-12	1.0	6	0.1	15
CCOc1cc(/C=C2/SC(=S)NC2=O)ccc1OC(=O)c1ccco1	6	-22	11	-1.5	-1	1.0	-14	3.3	11
O=C(O)/C=C/C(=O)NCCC(c1ccccc1)c1ccccc1	27	-15	-16	0.6	1	0.9	-3	0.5	-14
COc1ccc(OC)c(S(=O)(=O)N/N=C(/C)c2ccc3c(c2)OCO3)c1	16	/	-11	/	-13	2.0	/	/	-15
Cc1cc(NC(=O)CCC(=O)N(C(C(=O)NC(C)(C)C)c2ccccc2Cl)C(C)(C)C)no1 (stereo not drawn)	9	1	-21	-1.0	-3	-0.6	-13	-0.9	-13
Cn1ncc(Cl)c1C(=O)N1CCN(c2ccc(F)cc2)CC1	1	-9	-6	-0.2	-7	2.1	-3	1.1	0
CC1=NNC(=O)C1CCC(=O)N/N=C/c1ccc(Cl)cc1Cl (stereo not drawn)	5	-1	-6	-1.3	-12	0.4	-21	-1.2	2
COc1ccc(N2C(=O)c3ccc(C(=O)Nc4cc(OC)ccc4OC)cc3C2=O)cc1	-26	-1	-8	0.4	-19	-0.2	-2	0.1	5
O=C(c1ccc2c(c1)OCO2)N1CCc2ccccc21	-2	-3	-22	-2.3	3	-0.4	-14	-0.7	0
O=C(CSc1nnnn1C1CCCC1)NCc1ccc2c(c1)OCO2	7	-4	-20	0.1	-2	0.2	-12	0.0	4
Oc1ccc[n+](/C=C\c2ccccc2)c1	5	-1	-7	0.2	/	0.7	-5	-0.4	-1
Cn1c(NC(=O)c2cc(Br)ccc2Cl)cc(=O)n(C)c1=O	-8	-5	8	9.6	2	2.3	0	6.3	17
O=C(NCc1ccncc1)C(=O)Nc1ccc2c(c1)OCO2	11	-16	-12	-0.3	-7	0.3	-1	-0.3	17
O=C(CSCCc1ccccn1)Nc1cccnc1	8	-19	-3	1.5	-8	0.2	11	1.6	4
CCOc1ccccc1OCCCOc1ccc(C)cc1Br	17	-11	-6	-0.7	-5	1.1	-21	-0.6	16
O=C(NC1CCCCC1)C1c2ccccc2OCC(=O)N1Cc1ccccc1 (stereo not drawn)	-9	/	-7	/	/	-0.1	/	/	-6
CCOC(=O)c1cncc(O)c1	2	-1	-5	1.8	7	1.6	-6	0.9	1
CCOC(=O)c1cnn2c(C)cc(-c3ccc(F)cc3)nc12	-8	-10	10	-2.3	-15	-0.1	-17	-1.1	-3
O=C(Nc1ccc2c(c1)OCO2)c1cc(-c2ccncc2)nc2ccccc12	14	-15	-14	-0.5	3	3.4	-18	-1.0	8
NS(=O)(=O)c1ccc(NC(=S)NC2CC2)cc1	5	-7	-10	1.2	-2	0.5	-1	0.3	1
COCC(=O)Nc1ccc([N+](=O)[O-])cc1OC	21	-2	-4	-1.2	-1	-0.3	-17	-0.7	-12
C/C(=N\N=C(N)N)c1cc(Cl)ccc1Cl	19	-3	-5	1.6	3	2.2	3	2.4	-14
Nc1ccnc(=O)[nH]1	14	-7	-2	-0.4	/	0.4	1	0.4	14
CCCC1CCC(c2nc(-c3cccnc3)no2)CC1 (stereo not drawn)	19	-15	1	-0.4	5	-0.1	-2	0.4	-7
Cc1ccccc1C(=O)NCC(=O)NCC1(N2CCOCC2)CCCCC1	1	-14	13	-0.1	/	10	-19	-1.1	4
O=C(c1cc(=O)[nH]c2ccccc12)N1CCN(Cc2ccc3c(c2)OCO3)CC1	18	/	-14	/	/	0.7	/	/	1
CN(C)C(=O)c1cc(S(=O)(=O)N(C)C)c(Cl)cc1N1CCCC1	-9	-6	-3	0.3	-10	-0.1	-9	0.4	0
Cc1ccc(NC(=O)CN2CCc3cc4c(cc3C2)OCCCO4)cc1	13	-9	-8	0.7	-3	-0.1	-35	3.1	-40
CCc1ccc(Nc2cc(C(=O)NCCCN3CCOCC3)c3ccccc3n2)cc1	11	-8	-8	7.6	5	1.9	5	7.1	43
CCOc1ccccc1NC(=O)c1cc(S(=O)(=O)N2CCOCC2)ccc1C	-25	-10	4	-0.2	0	0.7	-26	0.3	-13
O=C(CSc1nnc(C2COc3ccccc3O2)o1)N1CCOCC1 (stereo not drawn)	17	-10	-9	-0.1	-7	0.2	-14	1.2	26
O=C(Nc1ccc2c(c1)OCO2)c1ccc(NC2CC2)c([N+](=O)[O-])c1	22	-1	-14	-2.5	0	1.7	-17	-0.9	3
COc1cc(NC(=O)c2cccnc2)c(Cl)cc1NC(=O)c1ccc(Cl)cc1	15	-3	-13	0.8	-7	0.5	-10	0.6	-5
COc1ccc(-c2cc(=O)c3ccc(O)cc3o2)cc1OC	9	/	-6	/	/	0.3	/	/	-12
Cc1cc(C)cc(-n2c(O)c(C=NC3CCS(=O)(=O)C3)c3ccccc3c2=O)c1 (stereo not drawn)	8	-11	0	17	-2	-0.2	-7	12	2
CCCCNC(=O)CSc1nc2cc(OC)c(OC)cc2c(=O)n1Cc1ccc(OC)cc1	-4	4	-4	0.5	0	0.1	-4	0.7	6
Cc1ccc(S(=O)(=O)NCC(=O)OCC(=O)NC(=O)NC2CCCC2)cc1	8	-9	10	0.1	3	0.1	-11	1.5	2
Clc1ccc(NCc2nnc3n2CCCCC3)cc1	24	-8	-10	-0.3	16	1.6	6	0.8	-11
CC(C)c1cc(NCCOCCO)n2c(nc3ccccc32)c1C#N	-4	-12	-6	-0.6	26	0.5	-7	0.1	-11
CCOc1ccc(/C=N/NC(=O)C(C)N(c2ccc(OC)cc2)S(C)(=O)=O)cc1 (stereo not drawn)	3	0	-9	0.5	-1	1.5	-14	0.8	-14
COc1cc(NC(=O)CN(c2ccc(C)cc2)S(=O)(=O)c2c(C)nn(C)c2C)cc(OC)c1	-4	-5	6	-1.9	-13	0.7	0	-0.6	-6
O=C(Oc1ccccc1)N1CCN(C(=O)c2ccco2)CC1	-2	/	1	/	10	0.0	/	/	1
COc1ccc2[nH]c(=O)c(CN(C(C)=O)c3ccc(C)c(C)c3)cc2c1	19	-16	-9	3.7	-5	3.2	-12	2.6	9
(further entries)
SMILES	CHO-K1 Ca PAM	OXTR potentiator	CHO-K1 Ca antag	OXTR ag	GPR7 antagonist	CHO-K1 Ca ag	CHO parental Ca	V1R ag counter	TAAR1 antag
CC(C)N(C(=O)COc1ccc(Br)cc1Cl)C(C)C	16	-1	-4	-2.4	-10	0.6	-9	-0.6	-10
CSC1=NC(C)N2C(SC)=NC(C)N12 (stereo not drawn)	-3	4	-1	1.1	-4	0.4	11	0.6	-9
CCn1c(SCC(=O)N2CCc3ccccc32)nc2c(c1=O)SC(C)C2 (stereo not drawn)	-12	-2	8	-0.7	/	3.9	-5	-0.1	/
CCOCCn1c(CN(Cc2ccccc2)Cc2ccccc2)nc2c1c(=O)[nH]c(=O)n2C	13	-5	-12	-1.1	-4	0.3	-28	-0.6	-24
CSCCC(NC(=O)c1ccco1)C(=O)OCC(=O)Nc1ncc(Cl)c(C)c1Cl (stereo not drawn)	10	-13	-7	-0.6	-3	0.4	3	-0.3	9
O=S(=O)(Nc1nccs1)c1cc(Cl)ccc1Cl	12	0	-4	-0.2	-12	0.4	-10	-0.1	-14
COc1ccc(-n2ccc3ccccc32)cc1	8	3	-17	-1.7	-13	-0.3	-12	-2.4	-8
CC(C)(C)c1cc2cccnc2n1Cc1cccc(F)c1	12	-1	-6	2.2	2	0.9	-16	0.4	-26
COc1cc2ccccc2cc1C(=O)Nc1ccc(N2CCOCC2)cc1	3	-4	-10	3.5	-11	3.6	-14	6.7	5
Cc1cc(C(=O)CCC(=O)N2CCN(S(=O)(=O)c3ccccc3)CC2)c(C)s1	-7	3	0	-2.9	/	0.7	-25	-1.5	1
COC(=O)c1c(NC(=O)CSc2nnc(C)c(=O)[nH]2)sc(C)c1C	6	-3	-8	-1.4	-14	0.2	-18	-0.4	-11
Cc1cc(C(=O)NC(C)Cc2ccccc2)cc(C)c1[N+](=O)[O-] (stereo not drawn)	2	-2	-2	-2.4	-2	0.5	-19	3.0	15
O=C(COc1ccc(Br)cc1Cl)NNC(=O)c1ccccc1	15	-5	-16	-0.1	/	0.1	-32	0.1	12
Cc1cccnc1NC(=O)c1ccccc1-c1ccccc1C(=O)Nc1ncccc1C	13	-7	-6	-0.2	-12	0.0	-15	1.0	-23
O=C(NNC(=S)NC(=O)c1ccco1)c1ccc(F)cc1	20	-12	1	19	-10	24*	27	29*	-17
C#CCOC(=O)CCCN1C(=O)c2cccc3cccc(c23)C1=O	20	/	-13	/	/	0.9	/	/	-9
CCOCC(=O)Nc1cc(C(=O)OC)cc(C(=O)OC)c1	26	-7	-17	-0.8	-3	1.4	-4	0.7	3

Some of the entries so far, as labelled records.
COC(=O)c1c(NC(=O)CSc2nnc(C)c(=O)[nH]2)sc(C)c1C
  CHO-K1 Ca PAM: 6
  OXTR potentiator: -3
  CHO-K1 Ca antag: -8
  OXTR ag: -1.4
  GPR7 antagonist: -14
  CHO-K1 Ca ag: 0.2
  CHO parental Ca: -18
  V1R ag counter: -0.4
  TAAR1 antag: -11
Cc1cc(C(=O)NC(C)Cc2ccccc2)cc(C)c1[N+](=O)[O-] (stereo not drawn)
  CHO-K1 Ca PAM: 2
  OXTR potentiator: -2
  CHO-K1 Ca antag: -2
  OXTR ag: -2.4
  GPR7 antagonist: -2
  CHO-K1 Ca ag: 0.5
  CHO parental Ca: -19
  V1R ag counter: 3.0
  TAAR1 antag: 15
